Screens deposited in PubChem by several laboratories.
HSP90 inh = inhibitors of HSP90 luciferase refolding in rabbit reticulocyte lysate | luciferase refolding luminescence, 3 h | inhibition, % at 5.6 µM | 290,000 tested, 0.91% active | AID 1789;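 active = inhibition above the screen-wide mean plus 3 SD, computed separately per campaign, cut at about 16% in these data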;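 also: 0% = DMSO wells and 100% = 60 µM geldanamycin wells; inhibitors lower the luminescence because luciferase stays unfolded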
GSK3beta inhib = blocks human GSK3beta kinase activity | 300,000 tested, 0.038% active | GST-GSK3beta kinase, ADP-Glo luminescence, 60 min; active compounds read low | activity score (negative = inhibition), % at 10 µM | AID 2097 | P49841;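 active = more than half of replicate wells score below -50%, meaning over 50% inhibition versus plate controls; inconclusive = some replicates but at most half score below -50%; inactive = no replicate scores below -50%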;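 also: 0% = median DMSO wells and -100% = median GW8510 positive control wells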
Target sequence (P49841 whole entry, looked up): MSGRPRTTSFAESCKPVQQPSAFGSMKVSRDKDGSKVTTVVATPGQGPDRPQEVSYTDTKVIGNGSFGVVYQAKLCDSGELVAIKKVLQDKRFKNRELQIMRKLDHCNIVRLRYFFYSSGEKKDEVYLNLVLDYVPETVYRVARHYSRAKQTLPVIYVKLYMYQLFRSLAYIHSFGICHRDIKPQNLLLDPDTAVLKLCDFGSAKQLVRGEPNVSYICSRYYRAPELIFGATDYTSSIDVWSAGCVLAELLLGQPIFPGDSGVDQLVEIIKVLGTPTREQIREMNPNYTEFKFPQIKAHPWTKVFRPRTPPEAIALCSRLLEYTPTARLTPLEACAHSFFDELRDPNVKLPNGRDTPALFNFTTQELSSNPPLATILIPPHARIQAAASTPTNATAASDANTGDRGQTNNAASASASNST
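Assay system: GST-fused GSK3beta enzyme, cell-free / Medium: Tris pH 7.5 buffer with MgCl2, DTT, BSA, heparin / Also added: peptide substrate plus 25 µM ATP (final) / Compound: 10 µM single point / Timing: kinase reaction with compound 60 min at room temperature / Detection: ADP-Glo luminescence / Benchmarks: DMSO neutral wells and GW8510 at 20 µM as positive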
Dyrk1A ADPGlo = blocks rat Dyrk1A kinase activity; Q63470; ADP-Glo luminescence, NFATc1 peptide; inhibition, % at 12.5 µM; 310,000 tested, 0.43% active; AID 504441; in the data active = inhibition above about 50%;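 also: plate controls were vehicle with enzyme for no effect and no enzyme for full effect; many of its hits are not listed in these tables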
PolyA inhibitor = blocks polyadenylation in yeast reporter cells; S. cerevisiae SKY197-pL101 polyadenylation reporter, beta-gal luminescence; efflux-impaired pdr1/pdr3 knockout yeast; score 100 = 6 SD above DMSO; calls only at 12 µM; 300,000 tested, 0.02% active;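 active = lowest replicate activity score at least 50, where 100 means six control SD above control mean; inconclusive = lowest score under 50 but half or more replicates reach 50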;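 also: yeast exposed to compound for 9 h at 30 °C; higher score means more reporter readthrough which indicates perturbed polyadenylation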
HSF-1 act = increases HSF-1 driven luciferase reporter signal; NIH3T3-HGL HSF-1 luciferase reporter, MG132, 8 h; 100% = twice DMSO control signal; 300,000 tested, 1.7% active; activation, % at 9 µM;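 active = mean replicate activation of at least 50% with a set share of replicates each reaching 50%; inconclusive = only one of those two conditions met; inactive = mean below 50% and too few replicates reaching it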;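 also: 0% = median of the neutral control wells and 100% = twice that signal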
Platelet DG rel = modulates dense granule release in human platelets; human platelet-rich plasma, SFLLRN dense granule ATP release, luminescence; inhibition, %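 (compounds screened at 7.5 µM in platelet-rich plasma)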; 300,000 tested, 0.22% active;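 active = mean replicate score, as percent of positive control, at or above 50; inconclusive = mean below 50 but at least one replicate at or above 50; inactive = mean and every replicate below 50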
HDAC3 inhib = human HDAC3 inhibition | AID 2718 | O15379 | inhibition, % at 8.3 µM | 320,000 tested, 0.15% active | recombinant HDAC3, fluorogenic peptide/trypsin coupled, fluorescence; in the data active = inhibition above about 26%, passing the limit was not always enough; inconclusive = no clear call, values can overlap the other calls
HSF1 inhib = HSF1 inhibition | NIH3T3-HGL HSE-luciferase, MG132-induced, luminescence 8 h; active compounds read low | activity change, negative = inhibition, % at 7.5 µM (by protocol) | 300,000 tested, 0.77% active | AID 2098;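 active = more than half of replicate wells show activity change below -50%, luminescence cut by over half; inconclusive = some wells, but at most half, below -50%; inactive = no replicate well below -50%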;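 also: luciferase reports HSF-1 transcriptional activity via heat shock element; 0% = median of DMSO wells and -100% = zero luminescence signal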
AI-2 QS mod = modulators of Vibrio harveyi AI-2 quorum sensing system. 300,000 tested, 0.4% active. activity change, % at 7.5 µM. Vibrio harveyi JMH597 AI-2 luminescence/OD600 ratio, 9 h; active compounds read low; strain lacks LuxN and CqsS sensors; 0 = neutral-control median; in the data active = activity change below about -75%, passing the limit was not always enough; inconclusive = no clear call, values can overlap the other calls;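 also: luminescence divided by OD600 gain over 9 h not by final OD600 alone; inactives centre near 13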
GSK3 alpha inh = human GSK-3 alpha kinase inhibition | P49840 | ADP-Glo luminescence, 60 min | inhibition, % at 10 µM | 320,000 tested, 0.1% active | AID 2650;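 in the data active = inhibition above about 50%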;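 also: GST-tagged GSK-3 alpha with peptide substrate and 25 µM ATP; 0% = DMSO neutral wells and 100% = GW8510 positive control wells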
Target sequence (P49840 whole entry, looked up): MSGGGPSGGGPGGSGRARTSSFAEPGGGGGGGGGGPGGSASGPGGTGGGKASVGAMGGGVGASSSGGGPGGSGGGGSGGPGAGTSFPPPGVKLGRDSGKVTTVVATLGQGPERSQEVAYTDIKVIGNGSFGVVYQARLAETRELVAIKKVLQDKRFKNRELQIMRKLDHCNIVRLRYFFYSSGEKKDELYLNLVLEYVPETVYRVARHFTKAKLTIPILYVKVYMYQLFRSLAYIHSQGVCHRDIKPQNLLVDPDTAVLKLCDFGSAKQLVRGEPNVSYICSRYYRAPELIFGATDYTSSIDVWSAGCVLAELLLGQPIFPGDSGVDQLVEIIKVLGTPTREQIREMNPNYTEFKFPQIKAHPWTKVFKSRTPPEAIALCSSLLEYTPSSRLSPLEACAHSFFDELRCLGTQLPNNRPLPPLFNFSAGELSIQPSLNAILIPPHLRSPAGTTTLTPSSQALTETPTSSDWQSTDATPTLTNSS
* marks the source's active call; other numbers are inactive results; i = inactive; ? = inconclusive; / = no result given; & = joins results of further samples.

SMILES	HSP90 inh	GSK3beta inhib	Dyrk1A ADPGlo	PolyA inhibitor	HSF-1 act	Platelet DG rel	HDAC3 inhib	HSF1 inhib	AI-2 QS mod	GSK3 alpha inh
Cc1ccc(CSCC(=O)Nc2c(C)n(C)n(-c3ccccc3)c2=O)cc1	1	1	-2	i	14	-12	-7	-11	26	2
Cc1nnc(SCc2ccc(C(=O)O)cc2)s1	1	1	0	i	-3	-1	3	-10	34	4
CCOC(=O)Nc1ccc2c(COC(=O)CN(C)S(=O)(=O)c3ccc(C)cc3)cc(=O)oc2c1	/	4	-2	i	1	11	-43	0	7	-2
Cc1ccccc1CN(C)C(C)C(=O)Nc1ccccc1F (centres undefined)	-1	-2	12	i	22	-1	10	-9	1	0
Cc1cc(C)n(CC(=O)N/N=C/c2ccco2)n1	5	1	4	i	5	-5	-1	0	18	-1
COc1ccc(CC(=O)NNC(=S)NCC2CC2)cc1OC	-7	-3	-4	i	0	-7	-2	-2	3	1
CCOC(=O)C1(C(=O)OCC)C(c2ccccc2)CC(O)N1C(C)=O (centres undefined)	1	3	2	i	-16	8	/	-6	17	/
O=C(Nc1ccc(S(=O)(=O)Nc2ncccn2)cc1)c1ccc(F)c(S(=O)(=O)N2CCOCC2)c1	2	-1	0	i	-18	0	2	-3	15	-1
CC(=O)c1ccc(N2CCN(C(=O)C3CCCN3S(=O)(=O)c3cccc4nsnc34)CC2)cc1 (centres undefined)	3	0	-7	i	11	4	-1	-6	9	1
COc1ccccc1Nc1nnc(Cc2ccccc2)c(=O)[nH]1	-2	-2	-3	i	6	-4	2	2	8	5
CN(CCc1cn[nH]c1)C(=O)CC1C(=O)NCCN1Cc1ccccc1C(F)(F)F (centres undefined)	4	0	3	i	7	1	-6	2	6	1
COc1ccccc1-n1c(=O)c(C#N)c(-c2ccc([N+](=O)[O-])cc2)c2cc(C(=O)c3cc(F)ccc3O)cnc21	-4	1	0	i	11	-11	1	4	17	-3
Cc1noc(C)c1-c1nc(CS(=O)(=O)c2ccc(Cl)cc2)no1	-2	0	6	i	6	-3	1	1	8	-3
CCCOC(=O)CSC1=C(C#N)C(c2ccccc2OC)C(C#N)C(=O)N1 (centres undefined)	-2	5	14	i	-16	4	1	-8	9	-3
CN(C)/C=N/c1c(C#N)cnn1-c1ncnc2sc(-c3ccccc3)cc12	2	-1	9	i	44	-1	7	16	15	0
COc1ccc(CNC(=O)[C@@H](NC(=O)C2CCN(C(=O)[C@@H](N)CC(C)C)CC2)C(C)C)cc1	8	-5	5	i	5	9	2	4	10	-1
CC(C)Sc1nc2c([nH]1)c(=N)ncn2Cc1ccccc1	1	0	7	i	-10	-2	5	-5	30	3
O=C(NC1CCCCC1)c1ccc(CS(=O)(=O)Cc2ccccc2F)o1	-3	-1	-1	i	-8	-1	4	-1	17	0
OCCNc1nc(-c2ccccc2)nc2ccccc12	-4	2	/	i	46	0	1	9	-26	1
CCc1ccc(-n2nc3ccc(NC(=O)c4ccc5c(c4)OCO5)cc3n2)cc1	-1	3	1	i	-18	-5	0	-20	10	2
O=C(NCc1ccc(Cl)cc1)c1cnccn1	-3	2	-7	i	12	1	0	3	19	-1
Cc1ccc(-c2csc(NC(=O)Cc3cccs3)n2)cc1C	2	1	-2	i	18	3	4	14	16	/
COc1c(S(=O)(=O)NCCCn2ccnc2)ccc(Cl)c1Cl	1	-2	7	i	-10	-1	4	-3	-2	1
CN1CCN(S(=O)(=O)Cc2ccccc2Cl)CC1	-2	-2	-10	i	-3	37	6	-12	31	-4
Cc1ccc(SCC(=O)NC(=O)NCCC(C)C)c(C)c1	5	2	1	i	4	-2	2	17	19	-2
O=C1C2CCCN2C(c2ccc(F)cc2)N1c1ccc(Cl)cc1 (centres undefined)	3	-2	8	i	0	6	3	-5	21	-5
COc1cccc(-c2nnc(SCC(=O)N(C(C)C)C(C)C)o2)c1	4	-1	0	i	9	0	-1	-4	17	0
Clc1ccc2oc3c(Cl)ncnc3c2c1	0	4	-3	/	-4	21	-3	-7	12	4
CCOC(=O)C1=C(C)N=c2s/c(=C\c3cc(OC)c(OC)c(OC)c3)c(=O)n2C1/C=C/c1ccccc1 (centres undefined)	-3	2	5	i	2	-5	-2	-7	19	0
Cn1nc(C(F)(F)F)c(-c2ccccc2)c1NC(=O)c1cccnc1	1	-5	/	i	-13	-6	/	-19	4	-2
N#Cc1cc(Oc2cccc3cccnc23)c(-n2nnc3ccccc32)cc1C#N	4	1	2	i	211*	-5	-2	183	14	2
O=c1c(Cl)c(NCCCO)cnn1-c1nc2ccccc2[nH]1	4	-3	-2	i	63*	5	0	54	19	-2
Cc1cccc(C(=O)NCC(=O)NC2CCC(C)CC2)c1 (centres undefined)	/	3	5	i	12	7	-1	4	12	0
COc1ccc(C2CC(c3cccs3)=NN2S(C)(=O)=O)cc1 (centres undefined)	4	13	-6	i	6	-3	2	1	26	0
COc1cccc(OC)c1CNC(=O)C1CCC(=O)N(CC2CCCCC2)C1 (centres undefined)	-2	0	0	i	-13	23	2	-2	/	-2
O=C(O)c1cc([N+](=O)[O-])ccc1NCc1ccccc1	-1	2	-1	i	20	-9	3	11	13	0
Cc1ccc(/C=N/N2C(=O)C3C(C2=O)C2C=CC3C23CC3)o1 (centres undefined)	5	1	-4	i	1	16	?	-5	15	-4
Nc1nc(-c2ccccc2)c(N=Nc2ccccc2Cl)s1	-3	-2	1	/	16	5	11	8	22	3
CCOC(=O)[C@H](CCc1ccccc1)N[C@@H](C)C(=O)N1CCC[C@H]1C(=O)O	0	2	17&5	i	-1	-3	3&-3	-4	24	-2&2
O=C(Nc1ccccc1)OCCCc1ccccc1	-2	1	7	i	31	-2	3	24	-56	-1
Cc1c(C#N)c(N)c(C(=O)c2ccccc2)n1Cc1ccccc1	4	-4	6	i	16	-6	4	5	2	-1
CCCCC(=O)Nc1cc([N+](=O)[O-])ccc1Cl	-3	0	-1	i	-2	18	6	-8	20	-12
O=c1[nH]cnc2c1c(-c1ccccc1)cn2-c1cccc(Cl)c1	-2	2	1	i	11	-1	-4	2	15	1
CCn1c(=O)cc(OCC(=O)O)c2ccccc21	-3	3	-1	i	1	-1	-6	-3	6	5
O=C(COC(=O)COc1ccc2ccccc2c1)Nc1cc(C(F)(F)F)ccc1N1CCOCC1	2	2	-2	i	0	2	0	-12	39	-2
CC1(C)Oc2ccc(C(=O)NC3CC3)cc2N(CC(=O)N2CCOCC2)C1=O	-2	3	-6	i	2	1	-4	0	2	2
O=C(COc1ccc(C(F)(F)F)cc1[N+](=O)[O-])Nc1cccc(C(F)(F)F)c1	4	4	-4	i	0	-10	-8	-1	27	-1
Cc1nn(-c2ccccc2)c2c1c(C)c(CCC(=O)N1CCOCC1)c(=O)n2C	1	1	-3	i	-8	5	0	-8	10	-1
CCC1CCC(C(=O)NC(CCSC)C(=O)NCCN(CC(C)C)CC(C)C)CC1 (centres undefined)	-3	-4	-4	i	-16	-15	9	-5	1	-1
O=C1CCCC2=C1C(c1cccs1)CC(=O)N2c1ccc(F)cc1 (centres undefined)	-2	-2	/	i	3	1	-4	-9	8	-2

More records
SMILES	HSP90 inh	GSK3beta inhib	Dyrk1A ADPGlo	PolyA inhibitor	HSF-1 act	Platelet DG rel	HDAC3 inhib	HSF1 inhib	AI-2 QS mod	GSK3 alpha inh
O=C(Nc1ccncc1)c1ccccc1[N+](=O)[O-]	-4	-4	13	i	12	11	-4	-9	10	7
S=c1[nH]nc(-c2ccco2)n1-c1ccc(Br)cc1	/	-2	/	i	-3	2	3	4	8	-3
CCOC(=O)c1[nH]c(C)c(C(=O)Nc2cc(OC)ccc2OC)c1C	2	/	-1	i	-8	11	2	-14	/	-1
CCOC(=O)c1cccc(NS(=O)(=O)Cc2ccccc2)c1	0	7	5	i	12	4	-10	8	29	0
CCC(CC)c1nnc(NC(=O)CCN2C(=O)c3ccccc3C2=O)s1	3	0	6	i	2	-4	4	1	1	-2
O=C1NC(=Nc2ccc(F)cc2)SC1Cc1ccc(F)cc1 (centres undefined)	1	1	/	i	43	6	-5	13	21	-3
CC(=O)c1ccc(OCc2cc(C(=O)NCCc3ccc(Cl)cc3)no2)cc1	-7	1	-3	i	22	-34	-3	15	11	-3
Cc1ccc(NC(=O)c2ccncc2)cc1S(=O)(=O)N(C)C	4	2	-1	i	5	1	/	0	21	/
COc1ccc(CN2CCN(Cc3ccc(C)cc3)CC2)c(OC)c1	4	0	-2	i	9	0	7	-11	22	0
COC(=O)Cn1cc(S(=O)(=O)NCc2ccc(C)cc2)c2cc([N+](=O)[O-])ccc21	-1	-4	3	i	3	0	7	2	16	-1
O=C(COc1ccc2ccc(=O)oc2c1)NCc1ccccn1	-1	-1	-8	i	9	-3	1	6	42	-1
COc1ccc(NC(=O)N2CCCC2C(=O)Nc2ccc(C)cc2)cc1 (centres undefined)	-2	-4	-4	i	0	1	-4	-5	13	-1
Cc1onc(-c2c(Cl)cccc2Cl)c1C(=O)N1CCOCC1	-3	-1	11	i	-26	-20	4	-4	6	-1
OC(CN(c1ccccc1)c1ccccc1)Cn1cnc2ccccc21 (centres undefined)	-1	-1	12	i	6	-9	2	-2	26	-2
Cc1ccc(/C=C/C(=O)c2c(C)cc(C)[nH]c2=O)cc1	4	1	6	i	13	1	/	5	11	/
CCc1ccc(NC(=O)CSc2nc3nc(C)cc(C)n3n2)cc1	-1	3	-2	i	-1	-19	0	-4	19	2
C=CCn1c(Cc2cccs2)nnc1SCC(=O)Nc1cccc(OC)c1	-2	1	-2	i	7	5	-1	-4	27	-2
COc1cc(O)c(C(CC(=O)N2CCN(c3ccccc3)CC2)c2cc(OC)c(OC)c(OC)c2)c(OC)c1 (centres undefined)	/	1	-11	i	-13	-2	-7	2	11	-1
Cc1ccccc1Nc1scc(-c2ccc(Br)cc2)[n+]1-c1ccccc1C	1	-5	-1	i	27	-2	6	7	31	-1
Cn1c(N/N=C\c2cccc(O)c2)cc(=O)n(C)c1=O	-1	0	0	i	1	2	3	0	27	0
Cc1cc(NC(=O)CCN2C(=O)C3C4C=CC(C4)C3C2=O)ccc1Br (centres undefined)	3	3	3	i	12	-14	7	3	5	-4
CCn1cc(C(=O)Nc2ccc(-n3cnnn3)c(OC)c2)c(=O)c2ccc(C)nc21	3	2	/	i	3	8	/	-3	19	/
O=C(Nc1ccc2nc3n(c(=O)c2c1)CCCCC3)c1ccccc1Cl	-3	0	6	i	35	-4	4	9	29	-1
O=C(NC(=S)NC(CO)c1ccccc1)c1ccc(F)cc1 (centres undefined)	-3	3	-1	i	-14	4	-4	-10	-10	0

These rows are one share of the data (hit frequency here may not be typical).
